Screens as filed in PubChem BioAssay.
KCNQ1 inh: blocks the human KCNQ1 potassium channel; 1.3% of 310,000 active; P51787; CHO-K1 KCNQ1, FluxOR thallium flux fluorescence; active compounds read high; B-score at 10 µM;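 active = compounds whose thallium flux B-score, printed positive for inhibition, exceeds three library SD while starting fluorescence stays within three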;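 also: channel opened by potassium depolarization with thallium stimulus after 20 min compound exposure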
HDAC3 inhib: blocks human histone deacetylase 3; O15379; recombinant HDAC3, fluorogenic peptide/trypsin coupled, fluorescence; inhibition, % at 8.3 µM; 0.15% of 320,000 active; in the data active = inhibition above about 26%, passing the limit was not always enough
RGS4 pot: RGS4 potentiation or activation | 0.92% of 310,000 active | HEK293 M3R/inducible RGS4, carbachol calcium flux Fluo4; active compounds read low | B-score at 10 µM | AID 463111;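 active = B-score of the integrated calcium signal more than 4 SD below the library mean, with starting fluorescence not abnormally high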;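 also: negative B-score means reduced calcium response which marks RGS4 activation or potentiation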
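Also added: carbachol at ECmax as muscarinic agonist stimulus; Assay system: HEK293 cells with stable M3R and inducible RGS4; Timing: overnight RGS4 induction, 30 min dye load 37 °C, 20 min compound RT; Measured by: Fluo4-AM (2 µM) calcium-flux fluorescence, kinetic read.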
GSK3beta inhib: human GSK3beta kinase inhibition; P49841; GST-GSK3beta kinase, ADP-Glo luminescence, 60 min; active compounds read low; activity score (negative = inhibition), % at 10 µM; 0.038% of 300,000 active;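 active = more than half of replicate wells score below -50%, meaning over 50% inhibition versus plate controls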;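 also: 0% = median DMSO wells and -100% = median GW8510 positive control wells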
Target sequence (P49841 whole entry, looked up): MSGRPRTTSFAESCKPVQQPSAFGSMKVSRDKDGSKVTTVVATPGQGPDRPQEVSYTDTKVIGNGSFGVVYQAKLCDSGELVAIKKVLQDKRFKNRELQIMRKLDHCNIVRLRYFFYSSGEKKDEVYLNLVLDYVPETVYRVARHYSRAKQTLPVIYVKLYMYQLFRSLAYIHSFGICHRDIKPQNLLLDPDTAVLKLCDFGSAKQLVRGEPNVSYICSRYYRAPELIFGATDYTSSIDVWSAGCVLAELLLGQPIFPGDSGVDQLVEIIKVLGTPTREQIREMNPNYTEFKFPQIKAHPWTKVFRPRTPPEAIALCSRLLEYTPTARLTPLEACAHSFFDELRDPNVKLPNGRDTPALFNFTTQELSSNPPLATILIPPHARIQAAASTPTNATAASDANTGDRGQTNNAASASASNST
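test system = GST-tagged human GSK3beta kinase, cell-free | reagent = 25 µM ATP with peptide substrate | dosing = one dose of 10 µM per compound | schedule = 60 min reaction, RT | detection = luminescent ADP-Glo measurement of ADP formed | control set = DMSO neutral wells and GW8510 at 20 µM as positive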
KCNK9 inh: inhibitors of human KCNK9 two-pore domain potassium channel | HEK293 KCNK9, FluxOR thallium flux fluorescence; active compounds read low | B-score at 10 µM | 1.2% of 310,000 active | AID 488922;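 active = ratio B-score over 3 SD below the library mean, with starting fluorescence within 5 SD of its mean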;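 also: negative B-score means less thallium flux so channel inhibition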
KCNQ1 act: potentiates or activates the human KCNQ1 potassium channel; P51787; CHO-K1 KCNQ1, thallium flux FluxOR fluorescence; active compounds read high; B-score at 10 µM; 0.35% of 310,000 active; AID 2648;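 active = fluorescence ratio B-score, a plate-corrected score, at least three library SD, with initial intensity B-score within 5 SD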
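System: Stable KCNQ1 CHO-K1 line | Incubation: 90 min dye loading and 20 min compound exposure, both at room temperature | Measure: Ratio B score | Medium: Assay buffer for compound exposure, DMSO matched across wells | Compound dosing: Single-concentration screen | Probe or stimulus: K+/Tl+ depolarizing stimulus | Measured by: Kinetic FluxOR fluorescence, 10 s baseline plus 110 s post-stimulus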
hERG rescue: hERG (human) protection from proarrhythmic block. Q12809. CHO-hERG, FluxOR thallium flux, dofetilide IC70 present. activation (rescue from dofetilide block), less the hit threshold, % at 10 µM. 0.51% of 310,000 active;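 active = activation above the mean of controls blocked by dofetilide plus 5 SD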;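 also: thallium influx through hERG after potassium depolarization seen as dye fluorescence rise; in these data hits start at about 4.7%; inactives centre near -7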
KCNK3 block: human KCNK3 channel inhibition, primary screen | 0.84% of 340,000 active | CHO-KCNK3 thallium flux, FluxOR fluorescence; active compounds read low | O14649 | B-score at 10 µM;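 active = B-score under library mean minus 4 SD, starting fluorescence ratio at most library mean plus 5 SD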;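 also: more negative B-score means stronger inhibition of thallium flux through KCNK3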
Target sequence (O14649 whole entry, looked up): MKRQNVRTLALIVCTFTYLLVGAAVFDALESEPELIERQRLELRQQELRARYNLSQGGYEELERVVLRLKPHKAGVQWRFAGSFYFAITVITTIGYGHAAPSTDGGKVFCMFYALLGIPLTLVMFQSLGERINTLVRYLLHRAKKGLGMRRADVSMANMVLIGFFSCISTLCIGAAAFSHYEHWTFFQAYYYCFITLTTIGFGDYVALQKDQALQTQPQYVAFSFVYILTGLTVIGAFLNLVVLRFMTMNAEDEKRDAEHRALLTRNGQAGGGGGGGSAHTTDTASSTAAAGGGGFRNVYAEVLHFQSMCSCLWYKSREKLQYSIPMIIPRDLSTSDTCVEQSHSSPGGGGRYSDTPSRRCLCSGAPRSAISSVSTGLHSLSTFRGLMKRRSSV
PolyA inh: inhibitors of polyadenylation in S. cerevisiae; AID 1875; S. cerevisiae SKY197-pL101 polyadenylation reporter, beta-gal luminescence; efflux-impaired pdr1/pdr3 knockout yeast; score 100 = 6 SD above DMSO; calls only at 12 µM; 0.02% of 300,000 active;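 active = lowest replicate activity score at least 50, where 100 means six control SD above control mean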;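 also: yeast exposed to compound for 9 h at 30 °C; higher score means more reporter readthrough which indicates perturbed polyadenylation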
Dyrk1A ADPGlo: blocks rat Dyrk1A kinase activity; Q63470; ADP-Glo luminescence, NFATc1 peptide; inhibition, % at 12.5 µM; 0.43% of 310,000 active; AID 504441; in the data active = inhibition above about 50%;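 also: plate controls were vehicle with enzyme for no effect and no enzyme for full effect; many of its hits are not listed in these tables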
GSK3A inh: human GSK-3 alpha kinase inhibition. P49840. inhibition, % at 10 µM. AID 2650. ADP-Glo luminescence, 60 min. 0.1% of 320,000 active;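 in the data active = inhibition above about 50%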;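 also: GST-tagged GSK-3 alpha with peptide substrate and 25 µM ATP; 0% = DMSO neutral wells and 100% = GW8510 positive control wells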
Active calls of the source: *; i = inactive; . = not tested or not shown. An excerpt; rates above refer to the full screens.

SMILES	KCNQ1 inh	HDAC3 inhib	RGS4 pot	GSK3beta inhib	KCNK9 inh	KCNQ1 act	hERG rescue	KCNK3 block	PolyA inh	Dyrk1A ADPGlo	GSK3A inh
N#C/C(=C(/O)c1cccs1)c1nnc2n1CCCCC2	i	-1	i	0	i	i	-6	i	i	0	5
Cc1ccc(N(Cc2cc(=O)[nH]c3ccccc23)C(=O)C(C)C)cc1	i	8	i	-6	i	i	-14	i	i	6	4
CCOC(=O)c1c(-c2ccccc2)nc2ccccn12	i	-4	i	-2	i	i	-7	i	i	-4	-1
O=C(COC(=O)c1n[nH]c2ccccc12)c1cccc(Br)c1	i	6	i	0	i	i	-14	i	i	7	-2
O=C(Nc1cccc(CCc2ccccn2)c1)c1ccc(Cl)cc1	i	1	i	2	i	i	-13	.	i	.	-1
Fc1ccccc1NC(=S)NN(Cc1ccccc1)c1ccccc1	i	.	i	1	i	i	-12	i	i	0	.
O=C(C1=C[C@H](c2ccc3c(c2)OCO3)C[C@H](OCCCCO)O1)N1CCN(Cc2ccc3c(c2)OCO3)CC1	i	6	i	-1	i	i	-5	i	i	3	-2
CC1(C)CC(=O)C(C2C3=C(CC(C)(C)CC3=O)Oc3c(Br)cc(Br)cc32)=C(O)C1 (centres undefined)	i	-5	i	5	i	i	-10	i	i	9	1
O=C(Cn1nnc(-c2ccccc2Cl)n1)N/N=C/c1ccc2c(c1)OCO2	i	2	i	2	i	i	-9	i	i	-8	2
Cc1oc2ccccc2c1-c1cn2c(n1)SCC2	i	1	i	-4	i	i	-11	i	i	10	.
Cc1csc(Cn2c(CN(C)C)nc3ccccc3c2=O)n1	i	4	i	2	i	i	-7	i	i	-2	-2
CCCN1CCN(C(=O)CS(=O)(=O)Cc2nc(-c3cccc(OC)c3)oc2C)CC1	i	-5	i	15	i	i	-8	i	i	-3	-1
CC(=O)Oc1ccc(C(=O)[C@H]2[C@H]3C(=O)N(c4ccc(C)cc4C)C(=O)[C@H]3[C@@H]3C=CC=NN32)cc1	i	22	i	5	i	i	0	i	i	.	-4
COc1ccc(C(=O)NCCNc2nc3ccc(C)cc3cc2C#N)cc1	i	-23	i	-2	i	i	-4	i	i	-4	.
Oc1cc(NCc2cccnc2)ccc1-c1nc2ccccc2o1	i	4	i	-1	i	i	-9	i	i	0	-2
CC(=O)Nc1ccc(C2CC(c3ccc(Cl)cc3)=NN2c2ccccc2)cc1 (centres undefined)	i	-69	i	0	i	i	-5	i	.	-3	-2
O=C(CCCCCNC(=O)N1CCn2c1nc1ccccc12)NCc1ccccc1	i	2	i	-1	i	i	-11	i	i	2	6
Cc1ccc(N/C=C/c2onc(C)c2[N+](=O)[O-])cc1	i	3	i	2	i	i	-12	i	i	-5	-2
COc1cccc(/C(C#N)=C/c2c(-c3ccc(Cl)cc3)nc3c(C)cccn23)c1	8*	-8	i	2	-8.9*	i	-6	i	i	9	-2
CCOc1nc(NCCO)nc(Nc2ccccc2F)n1	i	9	i	0	i	i	-8	i	i	-1	0
COc1cc(/C=N/NC(=O)Cn2cnc3ccccc3c2=O)ccc1O	i	-6	i	-3	i	i	-12	i	i	0	-3
CC(=O)Nc1ccc(S(=O)(=O)N2CCN=C2SCc2ccccc2C)cc1	i	6	i	0	i	i	-6	i	i	-4	1
CC(C)C[C@H](NC(=O)OC(C)(C)C)C(=O)N[C@@H](CO)[C@H](O)[C@@H]1C[C@@H]1C(=O)N(C)C	i	-6	i	-2	i	i	-3	i	i	9	-4
Cc1cc(C)c2sc(NC(=O)C3=COCCO3)nc2c1	i	6	i	0	i	i	-9	i	i	5	0
O=C(Nc1ccc2c(c1)OCCO2)C1CC(c2ccc(F)cc2)=NO1 (centres undefined)	i	-5	i	0	i	i	-4	i	i	5	-2
O=C(Nc1ccccc1Cl)c1ccc(-n2cccn2)c([N+](=O)[O-])c1	i	-11	i	-1	i	i	-10	i	i	-5	2
COc1cc(/C=C/C(=O)NCCc2ccc(S(N)(=O)=O)cc2)ccc1OCC#N	i	1	i	1	i	i	-18	i	i	-3	1
CC(C)NCCOCCSc1ccc(Cl)cc1	i	2	i	2	i	i	-6	i	i	5	0
COc1ccc(/C=N/Nc2ccc([N+](=O)[O-])cc2)cc1O	i	1	i	-3	i	i	-6	i	i	1	-1
COCCCNc1nc(N)c([N+](=O)[O-])c(N2CCCCCC2)n1	i	8	i	0	i	i	-1	i	i	20	54*

Entries listed above shown as hits in KCNK9 inh.
Molecule	KCNQ1 inh	HDAC3 inhib	GSK3beta inhib	KCNK9 inh	KCNQ1 act	KCNK3 block	PolyA inh	Dyrk1A ADPGlo	GSK3A inh
COc1cccc(/C(C#N)=C/c2c(-c3ccc(Cl)cc3)nc3c(C)cccn23)c1	8*	-8	2	-8.9*	i	i	i	9	-2

(more compounds)
SMILES	KCNQ1 inh	HDAC3 inhib	RGS4 pot	GSK3beta inhib	KCNK9 inh	KCNQ1 act	hERG rescue	KCNK3 block	PolyA inh	Dyrk1A ADPGlo	GSK3A inh
CS(=O)(=O)N(CC(=O)N1CCCCC1)c1sc2c(c1C#N)CCCC2	i	3	i	-1	i	i	-5	i	i	-1	0
C=CCc1cccc(/C=N/NC(=O)CNc2ccccc2)c1O	i	-3	i	4	i	i	-6	i	i	2	4
COCCN(C(=O)c1ccccc1)c1nnc(-c2cccnc2)s1	i	-3	i	8	i	i	-6	i	i	-4	-3
CNC(=O)COc1coc(CN2CCN(Cc3ccccc3)CC2)cc1=O	i	-15	i	0	i	i	-3	i	i	1	1
Cc1ccccc1-n1nnnc1SCC(=O)N(C)C1CCS(=O)(=O)C1 (centres undefined)	i	1	i	1	i	i	-6	i	i	7	-2
COc1cc(C2C(C#N)=C(N)Oc3n[nH]c(-c4ccncc4)c32)cc(OC)c1OC (centres undefined)	i	1	i	0	i	i	-3	i	i	-5	-1
Cc1ccc(C)c(NC(=O)c2ccccn2)c1	i	-3	i	1	i	i	-9	i	i	-7	-2
CC(C)CNS(=O)(=O)c1cc(C(=O)OCC(=O)N(C)C2CCS(=O)(=O)C2)c(Cl)cc1Cl (centres undefined)	i	-1	i	3	i	i	-14	i	i	-1	-1
Cc1cc2ncn(CC(O)COc3cccc(C(=O)O)c3)c2cc1C (centres undefined)	i	-1	i	-3	i	i	2	i	i	3	-1
COC(=O)c1cccc(S(=O)(=O)N2CCOCC2)c1	i	1	i	-4	i	i	-10	i	i	-3	-1
O=c1c2ccccc2nnn1CSc1nnc2ccccn12	i	3	i	-4	i	i	-15	i	i	1	1
CCOC(=O)C1=C(C)NC(C)=C(C(=O)OC)C1c1ccco1 (centres undefined)	i	0	i	-3	i	i	-4	i	i	1	-3
C/C(CC(=O)NCCCN1CCOCC1)=N\NC(=O)COc1ccc(C)cc1	i	.	i	3	i	i	-9	i	i	0	-4
COc1cccc(C(=O)NC2CCCC2)c1	i	-1	i	4	i	i	-8	i	.	-1	0
Cc1nn(Cc2ccccc2)c(C)c1NC(=O)CSc1nc(C2CC2)nc2c1cnn2-c1ccccc1	i	-1	i	-3	i	i	-9	i	i	-4	0
CCOC(=O)N(Cc1ccccc1)C(C(=O)O)C(C(=O)O)N(Cc1ccccc1)C(=O)OCC (centres undefined)	i	-5	i	0	i	i	-7	i	i	2	-4
FC(F)(F)c1cnc(Sc2ncn[nH]2)c(Cl)c1	i	-2	i	3	i	i	-4	i	i	-8	-2
CC12CCC(C(=O)NCc3cccnc3)(OC1=O)C2(C)C (centres undefined)	i	1	i	0	i	i	-4	i	i	1	0
COc1ccc(-c2cc3ccccc3oc2=O)cc1NC(=S)NC(=O)c1ccc2c(c1)OCCO2	i	0	i	2	i	i	-6	i	i	5	1
O=c1c2ccccc2ncn1/N=C/c1ccccc1	i	2	i	-6	i	i	-7	i	i	13	2
O=C(NNC1=NCCC1)c1cccc(S(=O)(=O)N2CCOCC2)c1	i	.	i	2	i	i	-6	i	i	-6	-2
COC(=O)c1cccc(NC(=O)c2nn(C(C)C)c(=O)c3ccccc23)c1	i	-1	i	-1	i	i	-10	i	i	4	4
COc1nc(-c2ccccc2)c2cc(Br)ccc2n1	i	0	i	-1	i	i	-6	i	i	-6	9
CCc1ccc(-n2c(CSc3nnnn3-c3ccccc3)nc3ccccc3c2=O)cc1	i	5	i	1	i	i	-9	i	i	2	-3
COc1ccccc1NS(=O)(=O)c1cccc2cccnc12	i	13	i	1	i	i	1	i	i	10	0
Cc1cccc(NC(=S)N(CCCN2CCOCC2)C(C)c2cc3ccccc3o2)c1C (centres undefined)	i	1	i	2	i	i	-7	i	i	-16	1
CCCN1C[C@H](CSC)C[C@@H]2c3cccc4[nH]cc(c34)C[C@H]21	i	.	i	1	i	i	-6	i	i	9	.
CN(c1cccc(NC(=O)c2ccccc2N(C)S(=O)(=O)c2ccccc2)c1)S(C)(=O)=O	i	4	i	-1	i	i	-2	i	i	-1	1
COc1ccc(CN2CCNC(=O)C2CC(=O)N(C)CCc2cnn(C)c2)c(F)c1 (centres undefined)	i	-15	i	1	i	i	-11	i	i	2	-1
CCCCNC(=O)[C@@H]1CSC2c3ccccc3C(=O)N21 (some centres undefined)	i	0	i	-2	i	i	-11	i	i	-1	0
CC1(C(=O)O)CC(C)(C(=O)O)CC(C)(C(=O)O)C1 (centres undefined)	i	2	i	-3	i	i	-4	i	i	10	-2
Cc1nnc(NC(=O)CN2CC(C)OC(C)C2)s1 (centres undefined)	i	-7	i	4	i	i	-9	i	i	13	-2
Cc1cc(S(=O)(=O)c2ccc([N+](=O)[O-])cn2)ccc1Br	i	2	i	2	i	i	-8	i	i	-5	0
CCCCOc1cccc(C2C(C(=O)c3cccs3)=C(O)C(=O)N2Cc2cccnc2)c1 (centres undefined)	i	-10	i	5	i	i	-8	i	i	-2	1
COc1ccc(OC)c(NC(=O)CSC2=NCCS2)c1	i	0	i	-1	i	i	-7	i	i	1	0
O=C(O)C(=O)/C(=C\c1cccc(Cl)c1)c1ccc2ccccc2n1	i	2	i	1	i	i	-4	i	i	.	-1

Some of the entries so far, with bars between the fields:
SMILES | KCNQ1 inh | HDAC3 inhib | RGS4 pot | GSK3beta inhib | KCNK9 inh | KCNQ1 act | hERG rescue | KCNK3 block | PolyA inh | Dyrk1A ADPGlo | GSK3A inh
CCOC(=O)N(Cc1ccccc1)C(C(=O)O)C(C(=O)O)N(Cc1ccccc1)C(=O)OCC (centres undefined) | i | -5 | i | 0 | i | i | -7 | i | i | 2 | -4
O=C(C1=C[C@H](c2ccc3c(c2)OCO3)C[C@H](OCCCCO)O1)N1CCN(Cc2ccc3c(c2)OCO3)CC1 | i | 6 | i | -1 | i | i | -5 | i | i | 3 | -2
